High-throughput results (PubChem)
Mac1 fbg enh – enhancers of CD11b/CD18 adhesion to fibrinogen, primary screen, K562 cells, luminescence. Integrin beta-2 (Homo sapiens) + Integrin alpha-M (Homo sapiens), P05107+P11215. ATPlite luminescence. activation, % at 10 µM. hit rate 0.07% among 93,000. AID 1499, 2009;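 active = 10 µM primary screen giving 50% or more activity, confirmed by 40% or more on retest at that dose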; note: strong numbers were not always called active; reference of the scale not given here
Target sequence (P05107 whole entry, looked up, other chains not shown): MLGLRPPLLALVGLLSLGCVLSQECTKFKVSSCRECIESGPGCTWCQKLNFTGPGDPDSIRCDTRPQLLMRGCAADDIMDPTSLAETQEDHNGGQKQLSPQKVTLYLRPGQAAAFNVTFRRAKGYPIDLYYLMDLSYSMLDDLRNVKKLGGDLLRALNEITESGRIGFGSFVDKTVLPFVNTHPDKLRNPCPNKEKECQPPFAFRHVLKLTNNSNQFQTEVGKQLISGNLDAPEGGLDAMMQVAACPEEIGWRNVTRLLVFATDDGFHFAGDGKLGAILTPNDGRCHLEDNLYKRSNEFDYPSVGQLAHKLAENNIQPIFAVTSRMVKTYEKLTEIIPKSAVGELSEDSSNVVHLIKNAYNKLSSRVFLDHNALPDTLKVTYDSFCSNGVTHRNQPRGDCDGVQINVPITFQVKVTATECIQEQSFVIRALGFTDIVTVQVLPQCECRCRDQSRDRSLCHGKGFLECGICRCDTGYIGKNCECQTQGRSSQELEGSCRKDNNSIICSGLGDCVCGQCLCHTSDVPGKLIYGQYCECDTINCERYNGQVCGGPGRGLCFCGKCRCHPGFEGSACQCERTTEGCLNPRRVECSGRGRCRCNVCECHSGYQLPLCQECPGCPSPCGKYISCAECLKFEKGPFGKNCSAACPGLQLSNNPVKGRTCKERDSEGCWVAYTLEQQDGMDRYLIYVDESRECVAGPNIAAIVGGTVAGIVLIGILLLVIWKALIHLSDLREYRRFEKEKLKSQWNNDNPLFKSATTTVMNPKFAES
CD11b adhes inh – inhibitors of CD11b/CD18 adhesion to fibrinogen, primary screen, K562 cells, luminescence | Integrin beta-2 (Homo sapiens) + Integrin alpha-M (Homo sapiens), P05107+P11215 | ATPlite luminescence; Mn2+ added to activate the integrin | AID 1497, 2009 | inhibition, % at 10 µM | hit rate 0.54% among 93,000;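 active = primary inhibition of 50% or more at 10 µM, then 40% or more on retest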; note: some results filed as inactive read as strong as hits
* hit, by the source's call. The list is partial; count on the stated rates, not on these rows.

SMILES	Mac1 fbg enh	CD11b adhes inh
O=C(O)c1ccc2c(=O)n3c(nc2c1)/C(=C/c1ccccc1C(F)(F)F)CCCC3	-1	16
Cc1cccc(Oc2ncnc(N)c2[N+](=O)[O-])c1C	4	-10
Cc1ccc(C(=O)N[C@H](C(=O)OCC(=O)NC2CCS(=O)(=O)C2)C(C)C)cc1 (some centres undefined)	1	-4
O=C(CCn1cnc2ccccc2c1=O)Nc1nc(-c2ccc(Br)cc2)cs1	63	14
CC(=O)Nc1cc(C(=O)N(C)Cc2ccco2)ccc1Sc1ccc(C)cc1	0	3
S=C(NCCc1ccc(Cl)cc1)Nc1ccc(Cl)cc1Cl	-10	92
O=C(CN1CCOCC1)Nc1ccccc1Sc1ccccc1	2	16
CONC(=O)Nc1ccccc1[N+](=O)[O-]	4	-3
O=C(N/N=C/c1ccc(-c2ccccc2[N+](=O)[O-])o1)c1cncc(Br)c1	9	-2
CCOC(=O)c1sc2nc(C(C)C)c3c(c2c1N)CCC3	2	-20
Cc1ccc(C(=O)NCCc2nnc3ccc(SCC(=O)Nc4ccccc4C)nn23)cc1	-1	-4
CCOc1cccc(CNCCO)c1OCc1ccc(Cl)cc1Cl	-6	17
O=[N+]([O-])c1cccc2ccc(/C=C/c3cccc(Br)c3)nc12	2	0
CCCc1cc(C(=O)NNC(=S)NCC2CCCO2)cs1 (centres undefined)	-2	5
Cc1nc2ccccc2n1-c1nc(-c2ccco2)cc(C(F)(F)F)n1	40	-9
Cc1cccc(N=C2NC(=O)/C(=C/C=C/c3ccco3)S2)c1	134	-12
CC(C)(C)/C(O)=C/c1nc2ccccc2[nH]c1=O	-2	0
COc1ccccc1C(=O)Nc1ccc(Oc2nnc(-c3ccc(C)cc3)c3ccccc23)cc1	-1	1
N#CC(Cc1ccc(OC(F)F)cc1)c1nc2ccccc2[nH]1 (centres undefined)	-3	18
Cc1ccc(C(NC(=O)NC(C)c2ccccc2)C(Cl)(Cl)Cl)cc1F (centres undefined)	-6	96
Cc1cc(C)c2nc(SCC(=O)NCCN3C(=O)CSC3=O)cc(C)c2c1	-3	-24
Cc1ccccc1OCC(=O)NN1CCN(C)CC1	9	-14
CCn1cc(C(=O)NC(=S)Nc2sc3c(c2C(=O)OC)CCCCCC3)cn1	23	-1
COc1cc(/C=C/C(=O)O)cc(S(=O)(=O)NCCO)c1OC	2	3
Cc1ccc(NC(=O)CC2C(=O)NCCN2C(=S)Nc2ccccc2)c(C)c1 (centres undefined)	-1	2
O=C(N/N=C/c1ccc(Br)cc1)c1ccc(F)cc1	1	1
COc1ccc(Cn2c3ccc(OC)cc3c3nc4ccccc4nc32)cc1	23	0
O=C(COC(=O)Cc1ccc(Cl)cc1)Nc1ccccc1-c1ccccc1	2	4
CC(C)c1ccccc1NC(=O)CCc1nc2ccccc2s1	65	3
COc1ccc(C2=NN(C(=O)CSc3nc4ccccc4s3)C(c3ccc(OC)cc3)C2)cc1 (centres undefined)	-2	4

Part of the list above in another layout.
molecule | Mac1 fbg enh | CD11b adhes inh
CCOc1cccc(CNCCO)c1OCc1ccc(Cl)cc1Cl | -6 | 17
O=[N+]([O-])c1cccc2ccc(/C=C/c3cccc(Br)c3)nc12 | 2 | 0
CCCc1cc(C(=O)NNC(=S)NCC2CCCO2)cs1 (centres undefined) | -2 | 5
Cc1nc2ccccc2n1-c1nc(-c2ccco2)cc(C(F)(F)F)n1 | 40 | -9
Cc1cccc(N=C2NC(=O)/C(=C/C=C/c3ccco3)S2)c1 | 134 | -12
CC(C)(C)/C(O)=C/c1nc2ccccc2[nH]c1=O | -2 | 0
COc1ccccc1C(=O)Nc1ccc(Oc2nnc(-c3ccc(C)cc3)c3ccccc23)cc1 | -1 | 1
N#CC(Cc1ccc(OC(F)F)cc1)c1nc2ccccc2[nH]1 (centres undefined) | -3 | 18
Cc1ccc(C(NC(=O)NC(C)c2ccccc2)C(Cl)(Cl)Cl)cc1F (centres undefined) | -6 | 96
Cc1cc(C)c2nc(SCC(=O)NCCN3C(=O)CSC3=O)cc(C)c2c1 | -3 | -24
Cc1ccccc1OCC(=O)NN1CCN(C)CC1 | 9 | -14
CCn1cc(C(=O)NC(=S)Nc2sc3c(c2C(=O)OC)CCCCCC3)cn1 | 23 | -1
COc1cc(/C=C/C(=O)O)cc(S(=O)(=O)NCCO)c1OC | 2 | 3
Cc1ccc(NC(=O)CC2C(=O)NCCN2C(=S)Nc2ccccc2)c(C)c1 (centres undefined) | -1 | 2
O=C(N/N=C/c1ccc(Br)cc1)c1ccc(F)cc1 | 1 | 1
COc1ccc(Cn2c3ccc(OC)cc3c3nc4ccccc4nc32)cc1 | 23 | 0

Following part.
SMILES	Mac1 fbg enh	CD11b adhes inh
COc1ccccc1CN1CCN(C(CC(C)C)c2nnnn2Cc2cccs2)CC1 (centres undefined)	3	15
Cc1ccc(NC(=O)Cc2ccccc2Cl)cc1S(=O)(=O)N(C)C	-2	27
CC(C)C(C)(C#N)NC(=O)CSc1nc2scc(-c3ccc(F)cc3)c2c(=O)n1Cc1ccccc1 (centres undefined)	0	-17
O=S(=O)(NCC(c1ccco1)N1CCN(c2ccccc2)CC1)c1ccc(F)cc1 (centres undefined)	-4	-8
O=C1N/C(=N\N=C\c2cccs2)SC1Cc1cccc(Cl)c1Cl (centres undefined)	7	28
COc1ccc(-c2cn(-c3ccc(SC(F)F)cc3)c3[n+]2CCC3)cc1OC	-1	7
CC(=O)Oc1ccccc1C1=NN(C(=O)/C=C/c2ccccc2)C(c2ccccc2)C1 (centres undefined)	1	14
Cc1ccccc1Nc1nnc(SCC(=O)Nc2ccccc2[N+](=O)[O-])s1	8	16
CN(C)C(=O)c1ccc(-c2nnc(NCc3ccccc3)c3ccccc23)cc1	4	-1
O=C(N/N=C/c1ccco1)C1CC1(c1ccccc1)c1ccccc1 (centres undefined)	-1	-2
Cc1ccc(NC(=O)c2ccc(OC(=O)COc3cccc(Cl)c3)cc2)cc1	40	-25
O=C(NNC(=S)Nc1ccc(Cl)cc1Cl)c1ccncc1	4	1
COc1ccc(OC)c(/C=N/NC(=O)c2[nH]nc3c2CCc2ccccc2-3)c1	4	-22
O=S(=O)(c1ccccc1)C1(S(=O)(=O)c2ccccc2)CCCC1	2	-20
CCC1(c2ccc(Cl)cc2)NC(=S)N(c2ccccc2)N1 (centres undefined)	0	6
COc1ccc2o/c(=N/NC(=S)Nc3ccccc3)c(C(N)=O)cc2c1	118	-2
Cc1ccc(-c2csc3ncnc(-n4cnc5ccccc54)c23)cc1	-1	8
Cc1ccc(-n2c(=O)c3sccc3n(Cc3cc(=O)n4ccccc4n3)c2=O)cc1F	-2	-21
O=C(Cc1ccccc1)N/N=C/c1ccccc1F	1	3
CC(C)(C)C(=O)NC(=S)Nc1sc2c(c1C#N)CCCCC2	13	22
O=[N+]([O-])c1ccc(/C=N/NC(=S)Nc2ccccc2C(F)(F)F)o1	0	3
COc1ccc(NS(=O)(=O)c2cccc(Cl)c2Cl)cc1S(=O)(=O)N1CCCCC1	-5	31
Cc1ccc(CN2CCN(/N=C/c3cccnc3)CC2)cc1	5	6
Cc1ccc(C)c(NS(=O)(=O)c2ccc(OCC(=O)NCc3cccnc3)cc2)c1	6	1
CCC/C=N/NC(=O)c1[nH]c2c([N+](=O)[O-])cccc2c1C	7	-6
CCCOc1ccc(Cc2c(Cl)nc(SC)nc2N(C)C)cc1	-7	95
COc1cc(/C=N/NC(=S)NCCN2CCOCC2)ccc1O	-6	7
Cc1cc(C)cc(C(=O)N2CC(C)SC2=Nc2cccc(S(=O)(=O)N(C)C)c2)c1 (centres undefined)	2	4
O=C(COC(=O)C12CC3CC(CC(C3)C1)C2)NCCCc1ccccc1	3	9
Cc1ccc(C2C(C(N)=S)=C(N)OC3=C2C(=O)CC(C)(C)C3)cc1 (centres undefined)	-1	-2
CC(/C=N/NC(=O)c1ccc(CN2c3cccc4cccc(c34)S2(=O)=O)cc1)c1ccccc1 (centres undefined)	26	-8
COc1ccccc1N(CN1C(=O)c2ccccc2C1=O)C(=O)c1cccc(C)c1	0	11
O=C(c1sc(N2CCOCC2)nc1-c1ccccc1)N1CCCCC1	7	5
CC1Cc2ccccc2N1C(=O)COC(=O)C1(c2ccccc2F)CCCC1 (centres undefined)	5	9
Cc1ccc(/C=N\NC(=O)C2CN(S(=O)(=O)c3ccccc3)CCN2S(=O)(=O)c2ccccc2)cc1 (centres undefined)	26	8
O=C1/C(=C/c2cccs2)COc2ccccc21	12	-4
Cc1ccc(-c2cc(C(=O)NCc3cnn(C)c3)c3cc(Br)ccc3n2)cc1	88	-3
CCSc1nnc(-c2ccc(C)cc2)c2ccccc12	2	15
CCOC(=O)c1sc(NC(=O)CN2C(=O)NC3(CC(C)CC(C)(C)C3)C2=O)c(C(=O)OCC)c1C (centres undefined)	-5	2
CCC(C)NC(=O)/C=C1\Sc2ccccc2NC1=O (centres undefined)	4	-3
CC(/C=N/n1c(-c2ccco2)n[nH]c1=S)=C\c1ccco1	6	-4
CSc1ncc(Cl)c(C(=O)Nc2ccccc2Cl)n1	-1	-11
COc1ccc(-c2cn3cccnc3n2)cc1NC(=O)c1cccs1	5	-6
OCC(Cc1ccccc1)Nc1c2ccccc2nc2ccccc12 (centres undefined)	2	3
CC(C)(C)c1ccccc1NC(=S)NCc1ccccc1	3	46
COc1ccccc1CNC(=O)c1ccccc1OCc1ccc(F)cc1	9	22
O=C(c1cccc2ccccc12)N1CCN(c2ccc([N+](=O)[O-])c(N3CCOCC3)c2)CC1	0	11
CC(=O)c1cccc(NC(=O)c2ccc3c(Cl)c4c(nc3c2)CCCC4)c1	16	15
Cc1ccc(-n2nnnc2SC(C(=O)c2c[nH]c3ccccc23)c2ccccc2)cc1 (centres undefined)	8	4
O=C(NCCC1=CCCCC1)C(=O)c1c[nH]c2ccccc12	0	2
Additional entries.
SMILES	Mac1 fbg enh	CD11b adhes inh
Cc1ccccc1OCCSCc1nc2ccccc2[nH]1	-2	54
CC(CNC(=O)COc1ccccc1)OC(=O)Nc1ccc(Cl)c(Cl)c1 (centres undefined)	-6	75
COc1ccc(NC(=O)Cc2c(C)n(C(=O)c3ccc(Cl)cc3)c3ccc(OC)cc23)cc1	1	0
CCN1CCN(C(=O)c2sc3nc(C)nc(N4CCC(C)CC4)c3c2C)CC1	3	-7
Cc1cc(C(=O)N/N=C/c2cccn2C)n[nH]1	2	-3
Cc1ccc(-c2nc(N)sc2CC(=O)OCC(=O)NC2CCCC(C)C2C)cc1 (centres undefined)	0	7
CCOc1ccc(C(=O)Nc2ccc(NC(=O)c3cccs3)cc2)cc1[N+](=O)[O-]	32	-11
O=[N+]([O-])c1ccc(N2CCN(c3ccccc3F)CC2)c(S(=O)(=O)N2CCOCC2)c1	-1	0
O=C(CSc1nnc(CNC(=O)C23CC4CC(CC(C4)C2)C3)n1-c1ccc(F)cc1)Nc1ccc(F)cc1	0	3
Fc1cccc(/C=N/NC(=S)Nc2ccccc2Cl)c1	1	3
Cc1ccc(S(=O)(=O)N2CCN(CC(=O)N/N=C/c3ccc(Br)s3)CC2)cc1	4	-18
COc1ccccc1Nc1ccc(S(=O)(=O)N2CCCCC2)cc1[N+](=O)[O-]	0	9
Cc1ccccc1C(=O)NNC(=O)CN1C(=O)c2ccccc2C1=O	-6	-6
Cc1ccc(-c2nnc(SCC(=O)N/N=C/c3cccs3)n2-c2ccc(C)cc2)cc1	9	8
COc1cccc(OC)c1C(=O)NC(=S)Nc1ccc2oc(=O)ccc2c1	-6	5
CCOc1cc(NC(=S)NCc2ccco2)c(OCC)cc1NC(=O)CC(C)C	36	-6
O=C(COC(=O)COc1ccccc1)NC1CCCc2ccccc21 (centres undefined)	6	-2
O=c1c2ccccc2c(C=Nc2cccc(S(=O)(=O)NCc3ccco3)c2)c(O)n1-c1ccc(Cl)cn1	0	-1
CCn1c(SCc2ccccc2)nnc1C1CCCCC1	-2	5
O=C(CSc1ccc2nnc(-c3ccccc3)n2n1)N1CCCc2ccccc21	17	30
O=[N+]([O-])c1cc(S(=O)(=O)Nc2ccccc2)ccc1NCc1ccccc1	-5	70
Cc1c(Cl)cccc1NC(CC(=O)c1ccccc1)C(=O)OCC(=O)c1cccs1 (centres undefined)	2	4
CC(=O)/C(=N\Nc1ccccc1Cl)Sc1nnc(-c2ccccc2)n1-c1ccccc1	-3	12
CC1=[N+](C)N(c2ccccc2)C(=O)C1N=Cc1c(Cl)cccc1Cl (centres undefined)	-1	18
CCC(=O)Nc1ccc(C(=O)CSc2nc3ccc(C)cc3[nH]2)cc1	99	-13
Cc1ccc(Cl)cc1N1CCN(CC(O)COCc2ccco2)CC1 (centres undefined)	1	5
O=C(Cn1nc(CNc2ccc(Cl)cc2)[n+]2c1CCCCC2)c1ccc(Br)cc1	27	3
COc1ccc([N+](=O)[O-])cc1NC(=O)C(C)Sc1ccc(C)cc1 (centres undefined)	-7	12
CCNc1ccc(C(=O)OCC)cc1NC(=O)c1cccc(S(=O)(=O)N(C)c2ccccc2)c1	4	-2
Fc1ccc(NC(=S)NC2CCCCC2)c(F)c1F	-4	50
CNCC(=O)Nc1c(C)n[nH]c1C	-2	0
Cc1ccc(S(=O)(=O)Nc2cccc3c2CCCC3)cc1	2	-18
Cc1ccnc(NC(=O)/C=C/c2cccs2)c1	-7	42
COc1ccccc1NC(=O)CNc1ccc(F)c(Cl)c1	-1	-2
C=CCn1c(COc2ccccc2F)nnc1SCC(=O)c1c[nH]c2ccccc12	1	5
O=C(/C=C/c1ccccc1Cl)N(c1ccccn1)C1CCCCC1	-1	23
CC(=O)N/C(=C\c1ccccc1)C(=O)OCC(=O)N1CCCCCC1	-1	0
COc1cc(CNn2cn[nH]c2=S)cc(Cl)c1OCc1ccc(F)cc1	8	5
COc1cc(C)ccc1N(CCCN1C(=O)c2cccc3cccc(c23)C1=O)C(=O)c1cccs1	7	10
COc1cc(/C=C(\C#N)C(=O)c2c(C)[nH]c3ccccc23)cc(OC)c1OC	-3	21
